GSK3A inh – inhibitors of human GSK-3 alpha kinase. 320,000 tested, 0.1% active. inhibition, % at 10 µM. AID 2650. ADP-Glo luminescence, 60 min;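 in the data active means inhibition above about 50%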;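 further: GST-tagged GSK-3 alpha with peptide substrate and 25 µM ATP; 0% = DMSO neutral wells and 100% = GW8510 positive control wells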
Target sequence (P49840 whole entry, looked up): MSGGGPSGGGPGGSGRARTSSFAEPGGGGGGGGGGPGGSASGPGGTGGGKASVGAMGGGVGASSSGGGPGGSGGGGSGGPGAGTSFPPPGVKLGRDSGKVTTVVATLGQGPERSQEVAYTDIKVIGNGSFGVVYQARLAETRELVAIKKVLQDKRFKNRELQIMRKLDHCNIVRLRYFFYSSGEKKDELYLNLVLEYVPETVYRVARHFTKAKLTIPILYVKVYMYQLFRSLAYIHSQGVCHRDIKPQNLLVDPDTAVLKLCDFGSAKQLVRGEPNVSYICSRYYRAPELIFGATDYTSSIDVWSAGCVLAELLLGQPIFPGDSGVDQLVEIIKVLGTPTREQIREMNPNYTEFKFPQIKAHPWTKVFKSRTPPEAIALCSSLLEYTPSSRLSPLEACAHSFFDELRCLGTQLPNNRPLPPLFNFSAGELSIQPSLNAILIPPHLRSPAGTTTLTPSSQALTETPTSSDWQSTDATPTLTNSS
KLF5 inhibitor – suppresses KLF5 promoter-driven expression | DLD-1 KLF5 promoter-luciferase reporter, luminescence | inhibition, % at 5 µM | 290,000 tested, 0.23% active;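 active means inhibition above a per-plate limit of that plate's mean compound inhibition plus 3 SD, cut at about 60% in these data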;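 further: 0% = DMSO wells and 100% = LY294002 at 200 µM; higher means less KLF5 promoter-driven luciferase light; inactives centre near -14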
GSK3beta inhib – inhibitors of human GSK3beta kinase. GST-GSK3beta kinase, ADP-Glo luminescence, 60 min; active compounds read low. activity score (negative = inhibition), % at 10 µM. 300,000 tested, 0.038% active. AID 2097;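 active means more than half of replicate wells score below -50%, meaning over 50% inhibition versus plate controls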;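 further: 0% = median DMSO wells and -100% = median GW8510 positive control wells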
Target sequence (P49841 whole entry, looked up): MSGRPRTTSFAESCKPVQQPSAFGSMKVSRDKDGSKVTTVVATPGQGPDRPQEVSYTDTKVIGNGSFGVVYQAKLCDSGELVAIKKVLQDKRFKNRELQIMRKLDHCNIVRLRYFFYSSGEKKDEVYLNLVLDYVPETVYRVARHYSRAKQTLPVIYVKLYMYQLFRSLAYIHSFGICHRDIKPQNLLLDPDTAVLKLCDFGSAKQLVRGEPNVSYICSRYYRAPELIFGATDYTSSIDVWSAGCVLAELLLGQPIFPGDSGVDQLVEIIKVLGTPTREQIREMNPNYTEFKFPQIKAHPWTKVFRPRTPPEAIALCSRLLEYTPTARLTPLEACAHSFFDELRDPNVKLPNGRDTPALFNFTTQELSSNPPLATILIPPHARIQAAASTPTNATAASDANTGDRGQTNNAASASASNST
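Test system – GST-tagged human GSK3beta kinase, cell-free · Incubation – 60 min enzyme reaction, room temperature · Signal – ADP-Glo luminescence · Also added – peptide substrate and ATP at 25 µM · Controls – DMSO neutral wells and GW8510 at 20 µM as positive · Buffer or medium – Tris/MgCl2 kinase buffer · Measure – Luminescence-derived activity versus plate DMSO and GW8510 wells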
IEC-6 tox – counter-screen for KLF5 inhibitors: cytotoxicity in IEC-6 cells; AID 1825; IEC-6 cytotoxicity, luminescence viability; inhibition, % at 5 µM; 290,000 tested, 0.78% active; in the data active means inhibition above about 22%;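 further: 0% = plate median of test compound wells and 100% = cytotoxic reference compound wells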
AI-2 QS mod – Vibrio harveyi AI-2 quorum sensing modulation. Vibrio harveyi JMH597 AI-2 luminescence/OD600 ratio, 9 h; active compounds read low; strain lacks LuxN and CqsS sensors; 0 = neutral-control median. activity change, % at 7.5 µM. 300,000 tested, 0.4% active; in the data active means activity change below about -75%, passing the limit was not always enough;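 further: luminescence divided by OD600 gain over 9 h not by final OD600 alone; inactives centre near 13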
HSF1 inhib – HSF1 inhibition; activity change, negative = inhibition, % at 7.5 µM (by protocol); NIH3T3-HGL HSE-luciferase, MG132-induced, luminescence 8 h; active compounds read low; 300,000 tested, 0.77% active; AID 2098;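 active means more than half of replicate wells show activity change below -50%, luminescence cut by over half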;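 further: luciferase reports HSF-1 transcriptional activity via heat shock element; 0% = median of DMSO wells and -100% = zero luminescence signal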
HSF-1 act – increases HSF-1 driven luciferase reporter signal; NIH3T3-HGL HSF-1 luciferase reporter, MG132, 8 h; 100% = twice DMSO control signal; activation, % at 9 µM; 300,000 tested, 1.7% active;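 active means mean replicate activation of at least 50% with a set share of replicates each reaching 50%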;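 further: 0% = median of the neutral control wells and 100% = twice that signal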
PolyA inh – inhibitors of polyadenylation in S. cerevisiae; S. cerevisiae SKY197-pL101 polyadenylation reporter, beta-gal luminescence; efflux-impaired pdr1/pdr3 knockout yeast; score 100 = 6 SD above DMSO; 300,000 tested, 0.02% active; calls only at 12 µM;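 active means lowest replicate activity score at least 50, where 100 means six control SD above control mean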;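 further: yeast exposed to compound for 9 h at 30 °C; higher score means more reporter readthrough which indicates perturbed polyadenylation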
HSP90 refold inh – inhibitors of HSP90 luciferase refolding in rabbit reticulocyte lysate; 290,000 tested, 0.91% active; AID 1789; inhibition, % at 5.6 µM; luciferase refolding luminescence, 3 h;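 active means inhibition above the screen-wide mean plus 3 SD, computed separately per campaign, cut at about 16% in these data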;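 further: 0% = DMSO wells and 100% = 60 µM geldanamycin wells; inhibitors lower the luminescence because luciferase stays unfolded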
aSyn UTR inh – 5' untranslated region of α-synuclein, MLPCN primary screen; alpha-synuclein 5'UTR reporter, inhibitor activity; inhibition, % (tested at 7.5 µM); 300,000 tested, 0.82% active; in the data active means inhibition above about 60%;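 further: H4 neuroglioblastoma cells stably carrying SNCA 5'UTR luciferase fusion; 0% = DMSO wells and 100% = positive control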
Numbers without * were called inactive; i = inactive; nt = not tested or not shown. An excerpt (hit frequency here may not be typical).

SMILES | GSK3A inh | KLF5 inhibitor | GSK3beta inhib | IEC-6 tox | AI-2 QS mod | HSF1 inhib | HSF-1 act | PolyA inh | HSP90 refold inh | aSyn UTR inh
COc1ccc(NC(=S)N2CCNC(=O)C2CC(=O)Nc2cccc(Cl)c2C)cc1 (stereo unspecified) | -1 | 10 | -1 | 7 | 5 | -24 | -11 | i | 6 | -10
C#CCCOC(=O)N1C2=NC(C(=O)OC)=C(C(=O)OC)[C@@H]3N(C)c4ccccc4[C@]23C[C@H]1C(=O)OC | -1 | nt | 1 | nt | 18 | -4 | 6 | i | nt | -33
COC(=O)c1ccc(Sc2ccccc2NS(=O)(=O)c2ccc(OC)cc2)nc1 | -5 | -11 | -1 | 0 | 1 | 1 | -2 | i | 1 | 3
CCN(CC)c1ccc(NC(=O)CCCCC(=O)Nc2ccc(N(CC)CC)cc2)cc1 | -2 | nt | 1 | nt | 11 | -10 | 1 | i | nt | 63*
CCc1ccc(NC(=O)CCNC(=O)Cn2ccc3ccccc3c2=O)cc1 | 0 | 1 | 2 | 1 | 5 | 1 | -1 | i | -3 | -1
COC(=O)c1[nH]c2cc(C)ccc2c1NC(=O)CN1CCc2cc(OC)c(OC)cc2C1 | 0 | 9 | 4 | 0 | -2 | -13 | -9 | i | -3 | -1
CC(C)=CC(O)C/C(C)=C/COc1ccc2ccc(=O)oc2c1 (stereo unspecified) | 4 | nt | 0 | nt | 8 | 0 | 5 | i | nt | -48
O=[N+]([O-])c1ccc(O)c(C=Nc2cccc3ccccc23)c1 | 0 | -42 | -1 | 16 | 17 | 1 | 5 | i | 8 | -4
O=C(CSc1nnc(NC(=O)Cc2ccc(F)cc2)s1)NCc1ccco1 | -1 | -30 | 0 | -3 | 33 | 1 | 2 | i | 0 | -6
CCN(C(N)=S)c1ccccc1 | 9 | -14 | 3 | -2 | 15 | -6 | 0 | i | -2 | -1
Cc1ccc(NC(=O)c2cnn(-c3ccccc3)c2NC(=O)c2ccco2)cc1C | -3 | -6 | 3 | -2 | 24 | -1 | 9 | i | -3 | -46
CCCN(CC(=O)Nc1ccccc1C)C(=O)c1oc2ccc(OCC)cc2c1C | -3 | nt | -1 | nt | 20 | 8 | 7 | i | nt | 3
O=C(NCCCn1ccnc1)c1cccc(S(=O)(=O)NCc2ccccc2)c1 | 2 | 4 | 0 | -3 | -20 | 0 | 20 | i | -3 | -4
O=C(c1ccc(Cn2c(=O)[nH]c3ccccc3c2=O)cc1)N1CCN(c2ccccc2)CC1 | -4 | 3 | -3 | 6 | 15 | 1 | 10 | i | 0 | 6
CC(C)NC(=O)Cn1c(=O)n(CC(=O)N2CCCCC2)c(=O)c2sccc21 | -2 | -20 | -3 | 3 | 20 | -5 | 3 | i | 1 | -2
C=CCc1ccc(OCC(O)CN2CCN(c3ccccc3)CC2)c(OC)c1 (stereo unspecified) | -2 | -6 | 6 | -7 | 27 | 1 | 39 | i | -2 | 13
Cc1ccc(NC(=O)CNCc2ccccc2)c(Br)c1 | -2 | -64 | 6 | -10 | 6 | 12 | 14 | i | -3 | -68
OCCN1CCN(C(=S)c2ccc(-c3ccccc3)cc2)CC1 | -3 | -3 | -1 | -1 | 28 | -9 | -5 | i | 2 | 88*
COc1ccc(C(=O)Nc2cc(OC)ccc2OC)cc1 | 8 | -11 | -3 | 6 | -6 | -12 | -2 | i | 0 | -49
CCn1cnc2cc(NCc3ccc(N(C)C)cc3)ccc21 | 0 | -24 | 1 | 2 | 47 | -25 | -44 | i | 6 | -51
COc1ccc(C(C)=O)cc1COC(=O)C1CC(=O)N(Cc2ccccc2)C1 (stereo unspecified) | -1 | 7 | 1 | -1 | 12 | -9 | -8 | i | 1 | 3
CCOC(=O)C1CCCN(C(=O)Cc2ccc(C)cc2)C1 (stereo unspecified) | 2 | -10 | 2 | 0 | 1 | 2 | 42 | i | 1 | 11
COC(=O)c1sc(NC(=O)/C=C/c2ccc(C)o2)nc1C | -4 | -48 | 2 | 2 | 17 | 28 | 57* | i | 9 | -65
COCCNc1nc2nonc2nc1N1C[C@H]2CC[C@H]1C2 | 0 | -7 | -1 | 1 | 48 | -3 | -4 | i | -6 | 19
CCOC(=O)CNC(=O)c1ccccc1Br | -2 | -38 | -3 | -3 | -5 | -12 | 0 | i | -2 | -15
Carrying on:
SMILES | GSK3A inh | KLF5 inhibitor | GSK3beta inhib | IEC-6 tox | AI-2 QS mod | HSF1 inhib | HSF-1 act | PolyA inh | HSP90 refold inh | aSyn UTR inh
CC1CCCC(NC(=O)c2ccc(COc3ccccc3)o2)C1C (stereo unspecified) | 1 | -6 | 2 | -2 | 2 | -2 | -2 | i | 3 | -13
O=C(COc1ccc2c(c1)OCO2)Nc1nnc(Cc2ccccc2)s1 | -2 | 0 | 2 | -4 | 28 | -8 | 0 | i | -4 | -2
CCCS(=O)(=O)N1CCCC(C(=O)NCc2ccc3c(c2)OCO3)C1 (stereo unspecified) | nt | -15 | 2 | 2 | 10 | 1 | 2 | i | 3 | -7
Cc1nnc(SCc2ccc([N+](=O)[O-])cc2)[nH]c1=O | -2 | -5 | 7 | 0 | 26 | 8 | 18 | i | -1 | 5
O=c1ccc(-c2ccc(S(=O)(=O)Nc3cccc(Br)c3)o2)n[nH]1 | 1 | 6 | 0 | -2 | -43 | -28 | -41 | i | 2 | 13
O=C(CSC1=NC(=O)C(c2ccccc2)C(=O)N1)Nc1cccc(Cl)c1 (stereo unspecified) | -1 | -5 | 3 | -1 | 27 | -42 | -50 | i | 2 | -11
CCCC(=O)C1=C(O)C(C(=O)OC)C(C)(C)CC1=Nc1ccc(Br)cc1 (stereo unspecified) | 3 | -15 | 3 | 8 | -3 | -4 | 10 | i | 3 | -5
CCOc1ccc(S(=O)(=O)N2CCCC(C(=O)N3CCC(C(N)=O)CC3)C2)cc1Cl (stereo unspecified) | -2 | -27 | nt | -5 | nt | -6 | -2 | i | -3 | 7
Cc1cc(SCC#N)nc2ccccc12 | -1 | 11 | -4 | 2 | 5 | 3 | 8 | i | 2 | 5
CCCCn1c(SCC(=O)N2CCC(C(=O)OCC)CC2)nc2cc(S(N)(=O)=O)ccc21 | -2 | 14 | 4 | -3 | 30 | 7 | 28 | i | 2 | 14
Cc1ccccc1N(CC(=O)NC1CCCC1)C(=O)C1(C)CC(=O)N=C2C=CC=CN21 (stereo unspecified) | -1 | -34 | 0 | 0 | 20 | -9 | 0 | i | -4 | 10
O=C(NCC(=O)N(Cc1cccs1)C(C(=O)NC1CCCCC1)c1ccco1)c1cccs1 (stereo unspecified) | 0 | -22 | 4 | 1 | 30 | 5 | 12 | i | 0 | -5
Cc1cc(C)c2ccc3c(C)c(C)nc3c2[nH]1 | 0 | -18 | 1 | 8 | -22 | nt | nt | nt | -2 | nt
O=S(=O)([N-]c1nc2ccccc2nc1-[n+]1ccc(Cc2ccccc2)cc1)c1ccc(Br)s1 | -3 | -5 | 2 | 3 | 35 | 29 | 40 | i | 3 | -27
Nn1cnnc1N/N=C/c1cc(Br)cc(Br)c1O | 10 | -33 | 0 | 31* | 35 | 34 | 28 | i | 68* | -5
CC(NS(=O)(=O)c1ccc(Br)cc1)c1ccccc1 (stereo unspecified) | -7 | -20 | 1 | -1 | 2 | -2 | 37 | i | 2 | 14
Fc1cccc(NC(=S)Nc2cccc3ccccc23)c1 | 0 | -23 | 0 | 10 | 16 | 7 | 24 | i | 5 | -41
COc1cc(/C=C2\SC(=S)N(CC(=O)Nc3cccnc3)C2=O)cc(OC)c1OC | -1 | -28 | -8 | -5 | 23 | 2 | 2 | i | 2 | -11
CCOC(=O)c1c(NC(=O)CC2SC(N)=NC2=O)sc(C)c1C (stereo unspecified) | 1 | -9 | 1 | 4 | 29 | nt | nt | i | 2 | 27
COC(=O)CN1C(=O)[C@H]2[C@@H](c3ccc(C)o3)N3C(=O)CN(Cc4ccccc4)C(=O)[C@@]3(Cc3ccccc3)[C@H]2C1=O | -1 | -1 | -1 | -4 | 20 | -5 | -12 | i | -4 | -43
COc1ccc(N2CCN(C3CCCN(C(=O)CCN4CCCCO4)C3)CC2)cc1 (stereo unspecified) | nt | -12 | 1 | -1 | -1 | -2 | -5 | i | 0 | 13
CN(c1cccc(NC(=O)Cc2ccccc2)c1)S(C)(=O)=O | -4 | -26 | 0 | -2 | 30 | 3 | -1 | i | 1 | 15
COCc1cc(=O)[nH]c(N2CCN(C(=O)c3ccco3)CC2)n1 | -1 | 3 | -1 | -3 | 16 | 1 | 6 | i | -3 | 8
Cc1cc(SCC(=O)NC2CCCC2)nc2ccccc12 | -1 | -23 | 3 | -5 | 19 | 2 | 11 | i | -4 | 9
Cc1nccn1CCCNC(=O)CC1C(=O)NCCN1Cc1ccccc1C(F)(F)F (stereo unspecified) | -2 | 11 | -3 | 3 | 1 | -2 | -7 | i | -1 | -3
Next structures follow:
SMILES | GSK3A inh | KLF5 inhibitor | GSK3beta inhib | IEC-6 tox | AI-2 QS mod | HSF1 inhib | HSF-1 act | PolyA inh | HSP90 refold inh | aSyn UTR inh
O=c1c2c(-c3ccc(Cl)cc3)csc2ncn1/N=C/c1cccc([N+](=O)[O-])c1O | 2 | -21 | 0 | -1 | 18 | -9 | 3 | i | 2 | -4
Cc1ccccc1NC(=S)Nn1cnnc1 | -1 | -14 | -3 | -5 | 22 | 4 | 14 | i | 2 | -7
CCS(=O)(=O)N1Cc2ccccc2CC1C(=O)Nc1ccc(F)c(F)c1 (stereo unspecified) | 0 | -34 | nt | 0 | nt | 16 | 60* | i | 0 | -88
Cc1cc(N2CCOCC2)nc(SCc2c(Cl)cccc2Cl)n1 | 0 | -19 | 1 | 0 | 26 | 4 | 3 | i | -6 | 18
CCOc1cc(NC(=O)c2ccccn2)c(OCC)cc1NC(=O)c1ccccc1 | 3 | -19 | -1 | -9 | 23 | -8 | -8 | i | -1 | 1
COc1ccc2c(c1)O[C@@H](c1cccc(C(F)(F)F)c1)[C@H](OC(=O)NCCc1ccc(OC)c(OC)c1)C2=O | -6 | -12 | 5 | 0 | 10 | 4 | 15 | i | -2 | 23
O=c1cc(CN2CCCc3ccccc32)nc2sccn12 | 1 | -43 | -1 | 2 | 18 | 0 | 12 | i | 1 | -9
C/C(CC(=O)NCc1ccco1)=N\NC(=O)Cc1cccc2ccccc12 | 1 | -21 | 2 | 0 | 27 | -4 | 9 | i | -1 | -15
CCOc1ccc(C(CC(=O)O)NC(=O)COc2ccc3ccccc3c2)cc1OC (stereo unspecified) | -9 | -20 | 1 | 7 | 29 | -1 | 21 | i | -5 | 9
CCOC(=O)Cc1csc(NC(=O)c2ccc(NC(C)=O)cc2)n1 | -2 | -56 | 1 | -1 | 27 | -3 | -14 | i | 0 | -35
Cc1cc(Nc2ccc(C(C)C)cc2)n2ncnc2n1 | 5 | -12 | -3 | -1 | 16 | 0 | -7 | i | -1 | 10

Just KLF5 inhibitor and GSK3beta inhib (two entries from above):
molecule	KLF5 inhibitor	GSK3beta inhib
CCOC(=O)Cc1csc(NC(=O)c2ccc(NC(C)=O)cc2)n1	-56	1
Cc1cc(Nc2ccc(C(C)C)cc2)n2ncnc2n1	-12	-3
